# Assay outcomes deposited in PubChem by National Center for Advancing Translational Sciences (NCATS).
# TSG101-PTAP inh: inhibitors of HIV-1 PTAP binding to human TSG101, validation. Potency, µM (doses to about 115 µM), for the others: at the highest dose activity change, negative = inhibition, actives largely listed as inhibitors. 44,000 tested, under 10 active. Fluorescence polarization, FITC-PTAP peptide/Tsg101, 20 min; further: potency means the concentration at half of the fitted maximal effect; 0% is about no effect
#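 Compounds pinned into 10 uM Tsg101 binding domain, then 50 nM FITC-PTAP peptide added in pH 7.5 HEPES buffer; FP read after 20 min, room temperature. Total S+P intensity flags fluorescent compounds; active cut-off <25 µM, efficacy <60%.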
# GALK inhibitor: inhibitors of human galactokinase (GALK); recombinant GALK, Kinase-Glo ATP luminescence, 1 h; Potency, µM (doses to about 57.5 µM), inactives show at the highest dose activity, negative = inhibition, actives largely listed as inhibitors; 44,000 tested, under 10 active; AID 1347072;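 further: plate controls were full GALK reaction for no effect and reaction lacking GALK for full effect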
#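 5 nM GALK with 35 µM ATP and 100 µM galactose in HEPES pH 8.0, MgCl2, NaCl, DTT, BSA; 1 h RT reaction, remaining ATP detected by Kinase-Glo Plus luminescence after 10 min; qHTS concentration series.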
# p53null 32C tox: selectivity test: cytotoxicity in p53 null cells, permissive temperature; Potency, µM (highest dose often 46.1 µM), for inactives: top-dose activity change, negative = cytotoxicity, actives largely listed as cytotoxic; hit rate 0.62% among 55,000; H1299-neo p53 null cells, ATP luminescence, 24 h, 32C;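 further: potency means the concentration at half of the fitted maximal effect; 0% = DMSO only and -100% = full killing by 100 µM tamoxifen; nearly all actives have a fitted effect of over 55% in size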
#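 H1299-neo (p53 null) cells, 600/well, treated 24 h at 32C with compound up to 46 uM; ATPlite luminescence viability, normalized to DMSO and 100 uM tamoxifen; AC50 by Hill fit.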
# p53null 39C kill: kills p53 null cells at the nonpermissive temperature; hit rate 0.97% among 55,000; H1299 p53-null (neo) cells, 39C, ATPlite viability, 24 h; AID 904; Potency, µM (series often up to 46.1 µM), for the others: at the top dose activity, negative = cell killing, usual class: cytotoxic;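 further: potency means the concentration at half of the fitted maximal effect; 0% = DMSO only and -100% = full killing by 100 µM tamoxifen; nearly all actives have a fitted effect of over 50% in size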
#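 Luminescent ATP signal reported cell survival after H1299 lines (neo, p53 null; or p53 A138V) received up to 46 uM compound and 24 hr incubation at 39C.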
# B2AR arrestin ag: agonists recruiting beta-arrestin to human beta2-adrenergic receptor | P07550 | HTLA Tango cells, beta-arrestin recruitment, luciferase luminescence, 18 h | Potency, µM (highest dose often 46.1 µM), without a hit: at the top dose activation, actives largely listed as activators | 44,000 tested, under 10 active | AID 1347077;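 further: potency means the concentration at half of the fitted maximal effect; 0% = DMSO and full agonism = EC100 isoproterenol or metaproterenol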
#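 Receptor–beta-arrestin recruitment read by tTA-responsive luciferase: compound titrations (up to 46 µM) incubated 18 h with Tango cells, then luminescent substrate 15 min at room temperature. Concentration-response fits classified by r2, efficacy and activity.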
# NTMT1 inh: inhibitors of human N-terminal methyltransferase NTMT1. Potency, µM (top dose mostly 114 µM), inactives show top-dose activity change, negative = inhibition, actives largely listed as inhibitors. NTMT1 MTase-Glo SAH luminescence, purified enzyme. Q9BV86. hit rate 2.5% among 59,000;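 further: potency means the concentration at half of the fitted maximal effect; plate controls were DMSO vehicle for no effect and no enzyme for full effect; nearly all actives have a fitted effect of over 65% in size; many of its hits are not listed in these tables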
# Target sequence (Q9BV86 whole entry, looked up): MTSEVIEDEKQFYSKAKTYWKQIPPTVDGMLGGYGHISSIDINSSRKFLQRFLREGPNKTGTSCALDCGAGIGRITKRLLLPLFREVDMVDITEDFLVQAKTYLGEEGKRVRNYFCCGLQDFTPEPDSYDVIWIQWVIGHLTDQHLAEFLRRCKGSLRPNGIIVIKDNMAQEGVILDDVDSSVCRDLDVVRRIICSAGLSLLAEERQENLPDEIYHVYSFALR
# FH mod: Identification of activators of human fumarate hydratase by quantitative high-throughput screening | AID 1347055, 2019 | Potency, µM (titrated, usually from 79.9 µM), for inactives: at the highest dose activity change, negative = inhibition, hits mostly inhibitors | hit rate 0.22% among 54,000 | FH coupled MDH/diaphorase resazurin fluorescence, 15 min; further: potency means the concentration at half of the fitted maximal effect; on the % scale 0 is the no-effect control and ±100 the full control effect; the screen sought activators but most active calls are inhibition curves; nearly all actives have a fitted effect of over 45% in size
# Target sequence (P07954 whole entry, looked up): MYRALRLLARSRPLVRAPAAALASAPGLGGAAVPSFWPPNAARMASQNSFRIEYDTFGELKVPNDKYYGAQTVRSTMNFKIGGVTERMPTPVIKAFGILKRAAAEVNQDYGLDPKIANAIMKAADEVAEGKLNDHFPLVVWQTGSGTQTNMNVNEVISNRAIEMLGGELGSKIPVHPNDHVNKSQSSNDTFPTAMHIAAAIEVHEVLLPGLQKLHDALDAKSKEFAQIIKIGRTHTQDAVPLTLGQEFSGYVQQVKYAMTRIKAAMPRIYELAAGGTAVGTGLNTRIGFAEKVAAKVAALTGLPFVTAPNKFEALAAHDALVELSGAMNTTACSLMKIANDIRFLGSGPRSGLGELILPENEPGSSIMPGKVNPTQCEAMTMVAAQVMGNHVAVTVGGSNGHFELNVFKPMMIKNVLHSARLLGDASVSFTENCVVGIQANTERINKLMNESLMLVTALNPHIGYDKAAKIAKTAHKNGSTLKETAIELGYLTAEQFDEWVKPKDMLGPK
# Active calls of the source: *; ? = inconclusive; . = not tested or not shown; & = joins results of further samples; [ ] = remark or other dose. The call rests on the fitted dose curve; in most records, active means well fitted curve in the direction sought with a large enough effect; inconclusive means small, poorly fitted or top-dose-only effect, or another doubt; inactive means no such curve, though single readings can be large; an effect the other way counts as inactive or inconclusive. Some of the compounds tested; count on the stated rates, not on these rows.
# Sample of the layout:
SMILES,TSG101-PTAP inh,GALK inhibitor,p53null 32C tox,p53null 39C kill,B2AR arrestin ag,NTMT1 inh,FH mod
CCOc1ccc(N(CC(=O)Nc2ccc(F)cc2F)S(=O)(=O)c2c(C)[nH]c(=O)[nH]c2=O)cc1,0%,-1%,2%,-7%,-1%,3%,3%
CCOc1ccccc1NC(=O)Cn1ncc2c(=O)oc3ccc(C)cc3c21,0%,-12%,-3%,-8%,0%,?,4%
CCOc1ccc(-c2cc3c(=O)n(Cc4nc(-c5ccc(OC(C)C)cc5)oc4C)ccn3n2)cc1Cl,1%,0%,9%,-9%,1%,5%,-2%
CC1CCN(S(=O)(=O)c2cn(CC(=O)Nc3ccc(F)cc3)c(=O)c3ccccc23)CC1,-5%,1%,-14%,-12%,0%,-9%,?
CCc1ccccc1NC(=O)CN(c1ccc(OC)cc1)S(=O)(=O)c1c(C)n[nH]c1C,-6%,8%,36%[activator],1%,1%,-1%,-5%

# Results, from the start:
SMILES,TSG101-PTAP inh,GALK inhibitor,p53null 32C tox,p53null 39C kill,B2AR arrestin ag,NTMT1 inh,FH mod
CCOc1ccc(N(CC(=O)Nc2ccc(F)cc2F)S(=O)(=O)c2c(C)[nH]c(=O)[nH]c2=O)cc1,0%,-1%,2%,-7%,-1%,3%,3%
CCOc1ccccc1NC(=O)Cn1ncc2c(=O)oc3ccc(C)cc3c21,0%,-12%,-3%,-8%,0%,?,4%
CCOc1ccc(-c2cc3c(=O)n(Cc4nc(-c5ccc(OC(C)C)cc5)oc4C)ccn3n2)cc1Cl,1%,0%,9%,-9%,1%,5%,-2%
CC1CCN(S(=O)(=O)c2cn(CC(=O)Nc3ccc(F)cc3)c(=O)c3ccccc23)CC1,-5%,1%,-14%,-12%,0%,-9%,?
CCc1ccccc1NC(=O)CN(c1ccc(OC)cc1)S(=O)(=O)c1c(C)n[nH]c1C,-6%,8%,36%[activator],1%,1%,-1%,-5%
CCc1ccc2oc(-c3cc(NC(=O)C(C)C)cc(C)c3O)nc2c1,-3%,0%,0%,-21%,1%,14%,-1%
CCN(CC)c1cc(C)c2cc(NC(=O)/C=C/c3cc(OC)c(OC)c(OC)c3)ccc2n1,0%,-4%,?,22µM*,1%,-22%,?
CCOc1ccc(CCNC(=O)C2CCN(C(=O)N3CC(CC)Oc4ccc(C)cc43)CC2)cc1 (stereo unspecified),-9%,-1%,11%,1%,1%,3%,-15%
CC(Nc1ccc(-c2nc(-c3ccco3)no2)cc1[N+](=O)[O-])c1ccccc1 (stereo unspecified),-3%,4%,1%,-2%,-3%,-5%,-26%
Cc1cccc(CC(=O)N2CC(=O)Nc3ccc(C)cc3C2c2ccc(F)cc2)c1 (stereo unspecified),-1%,-7%,9%,0%,0%,-4%,-24%
COc1ccc(CNC(=O)CN2C(=O)COc3ccc(S(=O)(=O)N4CCC(C)CC4)cc32)cc1,-6%,0%,2%,-8%,0%,-14%,-11%
Cc1ccc(-c2nc(CS(=O)(=O)CC(=O)NCc3ccc(Cl)cc3)c(C)o2)cc1,2%,9%,-8%,-35%,-2%,-4%,0%
CCOc1ccc(NC(=O)CC2C(=O)N(c3ccc(Cl)cc3)C(=O)N2Cc2cccs2)cc1 (stereo unspecified),-1%,2%,-7%,-24%,0%,.,.
COc1ccc(NCc2cccn2-c2nnc(N3CCCCC3)s2)cc1OC,-4%,4%,-6%,-13%,2%,-2%,?
CCc1nn2c(=O)cc(COC(=O)c3ccc(NC(=O)COc4ccc(C)cc4)cc3)nc2s1,-7%,0%,?,-1%,0%,0%,2%
CC1CCN(C(=O)CN2c3ccc(C(C)C)cc3-c3ccccc3S2(=O)=O)CC1,-6%,4%,-12%,-2%,-4%,1%,-17%
O=C(CCCCn1c(=O)c2ccccc2n(Cc2cccc(F)c2)c1=O)NCc1ccc2c(c1)OCO2,4%,-13%,3%,-17%,-2%,?,4%
COc1ccc(NC(=O)CCS(=O)(=O)c2nc(-c3ccc4c(c3)OCO4)cc(C(F)(F)F)n2)cc1OC,-7%,0%,26%,145%[activator],1%,-4%,?
CCCN1C(=O)C(Cc2nc3ccccc3c(=O)n2CC)c2cc(Br)ccc21 (stereo unspecified),-5%,-6%,8%,?,-2%,4%,?
Cc1cccc(CSc2ncc(Cl)c(C(=O)Nc3nc4ccc(F)cc4s3)n2)c1,0%,?,-9%,-8%,-1%,10%,5%
CC(=O)Nc1ccc(NC(=O)CN2C(=O)CCc3cc(S(=O)(=O)N4CCCCC4)ccc32)cc1,0%,1%,-7%,-17%,0%,4%,-2%
O=C(c1cnc(N2CCOCC2)c2ccccc12)N1CCN(c2ccc(F)cc2)CC1,-10%,-1%,2%,103%[activator],-1%,-8%,-8%
COc1ccc(CC(=O)NCc2ccc3c(c2)CCN3C(=O)c2ccccc2)cc1OC,0%,-2%,-12%,7%,-3%,16%,-8%
CCCCC1CCC(C(=O)N2CC(=O)Nc3ccc(F)cc3C2c2ccc(F)cc2)CC1 (stereo unspecified),-1%,-6%,24%,?,1%,-11%,?
CCOc1ccc(-c2cc(NC(=O)c3cccc(Cl)c3)c(C(=O)OC)s2)cc1,-2%,4%,3%,-13%,-3%,-14%,-22%
O=c1[nH]c(SCc2ccccc2)nc2c1CCCC2,-4%,2%,-6%,-2%,-2%,-14%,-1%
O=C(CCC1N=C2c3ccccc3N=C(SCc3ccc(F)cc3)N2C1=O)NCCc1ccccc1 (stereo unspecified),3%,4%,32%[activator],16%,-4%,-1%,-21%
Cc1ccc(N2CC(C)Cn3c2nc2c3c(=O)n(CC(=O)O)c(=O)n2C)cc1 (stereo unspecified),-11%,1%,-13%,-1%,-2%,14%,1%
Cc1cc(C)n(-c2nc3ccccc3nc2Nc2cccc(C(F)(F)F)c2)n1,-7%,-3%,6%,?,-1%,3%,-13%
CCOC(=O)c1sc(N2C(=O)c3oc4ccc(C)cc4c(=O)c3C2c2ccccc2F)nc1C (stereo unspecified),0%,0%,1%,-17%,1%,10%,4%
CCN(Cc1ccccc1)C(=O)C1CCN(S(=O)(=O)c2ccc3c(c2)CCCN3C(C)=O)CC1,-1%,-1%,0%,?,-2%,?,2%
CCOC(=O)C1=C(CN2CCN(c3cc(C)ccc3C)CC2)NC(=O)NC1c1ccc(Cl)cc1 (stereo unspecified),1%,9%,34%[activator],29%,1%,5%,-23%
CC(C)c1ccc(S(=O)(=O)c2nnn3c2nc(NC2CCCC2)c2sccc23)cc1,0%,0%,-5%,-24%,-1%,12%,-3%
CCN(CC)CCNC(=O)c1cn(CC)c2ccc(S(=O)(=O)N3CCOCC3)cc2c1=O,-4%,9%,11%,-11%,0%,13%,1%
Cc1ccc(Cl)cc1NC(=O)CN1C(=O)COc2ccc(S(=O)(=O)N3CCCCCC3)cc21,-1%,0%,-1%,-22%,1%,?,3%
CNC(=O)COc1ccc(NC(=O)CCn2nc(-c3ccc(C)cc3)c3ccccc3c2=O)cc1,2%,4%,-3%,-5%,0%,14%,1%
COc1cc(NC(=O)CCCSc2nc(-c3ccco3)cc(C(F)(F)F)n2)cc(OC)c1OC,-3%,2%,-3%&6%,9%&3%,1%,-4%,-22%
CCCCN(CC)CCNC(=O)c1cc2c(=O)[nH]c3ccccc3c2n1C,1%,8%,-2%,4%,1%,-8%,-10%
COc1cccc(NS(=O)(=O)c2cc3c4c(c2)C(C)C(=O)N4CCC3)c1 (stereo unspecified),-5%,0%,1%,31%[activator],-1%,-4%,-6%
COc1cccc(NC(=O)c2c(C)nn(-c3cccc(C)c3)c2-n2cccc2)c1,2%,-2%,14%,29%,6%,24%,-23%
CCOc1ccc(CCNC(=O)CN2C(=O)c3cccnc3Oc3ccc(C)cc32)cc1OCC,2%,3%,2%,-7%,-1%,0%,6%
O=C(Nc1ccc2nc(SCC(=O)N3CCOCC3)sc2c1)c1ccc(Br)cc1,-3%,2%,-12%,-25%,-3%,14%,-20%
Cc1cccc(CNC(=O)CCn2ccc3cc(S(=O)(=O)N4CCCC4)ccc32)c1,-4%,0%,-7%,-9%,0%,-18%,-5%
COc1cccc(NC(=O)CNC(=O)Cn2c(C)cc3ccccc3c2=O)c1,2%,5%,7%,6%,-2%,-4%,-9%
COc1cc(C2c3c(-c4ccccc4O)n[nH]c3C(=O)N2Cc2ccncc2)cc(OC)c1OC (stereo unspecified),3%,2%,-1%,-12%,?,9%,?
COc1ccc(Cl)cc1N(C)C(=O)c1ccc2c(=O)n3c(nc2c1)CCCCC3,1%,7%,1%,-19%,-3%,-2%,-3%
Cc1ccc2c(c1)cc1c(=O)n(CC(=O)NCc3ccco3)nc(C)n12,2%,-12%,-3%,-10%,1%,?,1%
Cc1cc(C(=O)C(=O)Nc2nnc(C(C)C)s2)c(C)n1-c1ccccc1,-2%,2%,4%,12%,-1%,1%,-16%
O=C(Nc1cc2c(cc1C(=O)c1ccccc1Cl)OCCO2)c1ccccc1,-5%,-1%,1%,14%,1%,-23%,-10%
COc1ccc(-n2ncc3c(NCCCOC(C)C)ncnc32)cc1,1%,-5%,-13%,12%,0%,-15%,-12%

# The results go on:
SMILES,TSG101-PTAP inh,GALK inhibitor,p53null 32C tox,p53null 39C kill,B2AR arrestin ag,NTMT1 inh,FH mod
Cc1cccc(C(=O)NCc2cn3cccc(C)c3n2)c1,-1%,4%,-4%,7%,-3%,?,-14%
CCOc1ccc(CCNc2ncnc3onc(-c4ccc(Cl)cc4)c23)cc1OCC,1%,-1%,12%,20%,0%,2%,-16%
Cc1ccc(Cl)cc1-n1c(=O)cc(N2CCN(c3ccc(F)cc3)CC2)[nH]c1=O,-2%,2%,10%,19%,0%,10%,-1%
O=C(C1CCC1)N1CCc2cc(S(=O)(=O)NCCc3ccccc3)ccc21,0%,0%,20%,8%,0%,11%,-16%
Cc1ccc2occ(CC(=O)N(Cc3ccc(Cl)cc3)Cc3ccco3)c2c1,-1%,1%,41%[activator],?,-1%,-2%,-20%
CCCCOc1ccccc1Cn1c(=O)sc2ccccc21,-3%,0%,13%,-14%,1%,-4%,-16%
CCc1nnc(SCc2cccc(F)c2)c2cc3sc(C)cc3n12,-1%,0%,16%,8%,4%,-11%,-20%
Cc1ccc(NC(=O)CCn2c(=O)c3cccn3c3ccccc32)cc1C,0%,-4%,30%,63%[activator],0%,14%,-18%
Cc1ccc(CN2CCc3nc(N4CCN(c5ccccc5F)CC4)ncc3C2)cc1C,-3%,-2%,-1%,5%,-1%,?,-16%
Cc1cccc(-c2nc3c4ccccc4n(CC(=O)Nc4cc(F)ccc4F)c(=O)n3n2)c1,4%,2%,-8%,11%,-3%,-8%,6%
Cc1ccc(-c2cc(C(F)(F)F)n3nc(C(=O)Nc4ccc(C#N)cc4)cc3n2)cc1,-10%,0%,.,.,1%,7%,6%
COC(=O)Cn1ccc2cc(S(=O)(=O)N3CCCCC3)ccc21,-3%,3%,-7%,-18%,-3%,3%,-8%
